# Screening results from PubChem.
# SIRT5 block: sirtuin-5 (human) deacylase inhibition; Q9NXA8; Purified SirT5, succinyl-peptide AMC, trypsin-coupled fluorescence; inhibition, % at 15 µM; actives 1.1% (n = 330,000); in the data active means inhibition above about 15%; inconclusive means no clear call, values can overlap the other calls
# Target sequence (Q9NXA8 whole entry, looked up): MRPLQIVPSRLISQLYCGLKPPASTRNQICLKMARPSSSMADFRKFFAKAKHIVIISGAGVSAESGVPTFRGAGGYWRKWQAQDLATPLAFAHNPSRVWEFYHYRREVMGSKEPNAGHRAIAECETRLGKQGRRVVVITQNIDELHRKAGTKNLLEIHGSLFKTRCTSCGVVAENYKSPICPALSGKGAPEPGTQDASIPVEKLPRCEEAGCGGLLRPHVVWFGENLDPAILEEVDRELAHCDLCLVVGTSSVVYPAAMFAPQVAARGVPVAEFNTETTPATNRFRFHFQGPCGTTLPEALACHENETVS
# DENV2 CPE rescue: DENV2-induced cell death inhibition; actives 1.7% (n = 350,000); AID 651640; DENV2-infected cells, cytopathic effect rescue, plate reader; CPE inhibition, % at 9.99 µM; in the data active means CPE inhibition above about 20%, passing the limit was not always enough; inconclusive means no clear call, values can overlap the other calls; tested in BHK-21 cells;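 further: 0% = median of neutral control wells and 100% = median of positive control wells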
# ERAP1 inh: blocks human ERAP1 aminopeptidase activity | actives 0.15% (n = 340,000) | inhibition, % at 10.7 µM | recombinant ERAP1, Leu-AMC fluorescence, 60 min | Q9NZ08;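 active means mean replicate inhibition of at least 30%, or all replicates individually reaching that 30% level; inactive means mean below 30% and not every replicate reaching it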;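 further: 0% = neutral control wells and 100% = L-leucinethiol positive control wells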
# miR122 inh: miR-122 inhibition in Huh7 cells; activation (reporter increase), % at 12.5 µM; actives 0.3% (n = 340,000); Huh7 miR-122 Renilla luciferase sensor, 48 h; neutral wells = 0, positive control = 100; AID 602342;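 active means mean replicate activation score at least 90 and every replicate individually at or above 90; inconclusive means only one of the two criteria met; inactive means neither criterion met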;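 further: higher luciferase means less miR-122 activity so hits act as miR-122 inhibitors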
# ERp5 inh: blocks human ERp5 reductase activity on insulin; Q15084; ERp5 insulin aggregation, absorbance 650 nm, 90 min; inhibition, % at 9.99 µM; actives 0.05% (n = 350,000);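 active means mean replicate inhibition above about 25%, with every replicate also reaching it, limit read from the data, passing the limit was not always enough; inconclusive means only one of those two criteria met; inactive means neither criterion met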
# Target sequence (Q15084 whole entry, looked up): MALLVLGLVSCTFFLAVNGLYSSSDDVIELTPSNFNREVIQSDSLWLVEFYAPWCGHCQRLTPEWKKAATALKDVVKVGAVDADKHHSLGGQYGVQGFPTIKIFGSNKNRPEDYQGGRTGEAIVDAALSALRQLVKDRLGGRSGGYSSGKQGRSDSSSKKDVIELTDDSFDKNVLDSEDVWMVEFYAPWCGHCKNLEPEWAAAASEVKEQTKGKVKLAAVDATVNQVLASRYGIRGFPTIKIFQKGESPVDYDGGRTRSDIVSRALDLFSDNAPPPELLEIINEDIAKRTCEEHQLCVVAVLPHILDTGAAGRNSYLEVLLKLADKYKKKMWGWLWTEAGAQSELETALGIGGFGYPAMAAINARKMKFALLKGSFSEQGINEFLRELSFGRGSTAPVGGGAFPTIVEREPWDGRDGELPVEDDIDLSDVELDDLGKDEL
# Casp6 inh: blocks human caspase-6 cleavage activity | inhibition, % at 12.5 µM | purified caspase-6, Z-VEID-R110 cleavage fluorescence | actives 0.53% (n = 350,000) | AID 686996 | P55212;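 active means mean inhibition across replicates at least about 35%, with every replicate also reaching that limit, limit read from the data; inconclusive means only one of the two criteria met; inactive means neither criterion met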;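 further: 0% = median of neutral control wells and 100% = no fluorescence left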
# Target sequence (P55212 24-179 limits assumed): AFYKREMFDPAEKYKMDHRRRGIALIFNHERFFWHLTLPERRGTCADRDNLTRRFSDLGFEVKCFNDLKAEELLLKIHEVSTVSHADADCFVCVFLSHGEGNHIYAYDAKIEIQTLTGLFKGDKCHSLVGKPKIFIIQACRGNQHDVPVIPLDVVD
# Target sequence (P55212 194-293 limits assumed): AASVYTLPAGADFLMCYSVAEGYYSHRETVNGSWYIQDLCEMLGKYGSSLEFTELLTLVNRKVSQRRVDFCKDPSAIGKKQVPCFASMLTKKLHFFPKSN
# CFTR F508del cor: CFTR F508del correction in bronchial cells; CFBE cells, YFP halide quenching; stimulated with forskolin plus potentiator P3; % fluorescence drop versus neutral controls; AID 720511; actives 0.36% (n = 350,000); activity (quench increase), % at 7.58 µM;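 active means mean added fluorescence quench of at least 8% versus neutral control, with both replicates also reaching 8%; inconclusive means only one of the mean or replicate conditions met; inactive means mean below 8% and not both replicates reaching 8%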;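 further: cells transiently co-express mutant CFTR-F508del with the halide-sensitive YFP; corrector assay measuring rescue of mutant channel to the surface after 24 h compound exposure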
# Starred values were filed as active, the others as inactive; ? = inconclusive; nt = not tested or not shown; & = joins results of further samples; [ ] = another dose, or the depositor's remark.
SMILES,SIRT5 block,DENV2 CPE rescue,ERAP1 inh,miR122 inh,ERp5 inh,Casp6 inh,CFTR F508del cor
NP(=O)(OCCCc1ccccc1)Oc1ccccc1Cl (configuration not stated),1,nt,6,0,-2,4,-1.1
COc1ccc(-n2nnnc2C(c2ccnc3ccccc23)N2CCC3(CC2)C(=O)NCN3c2ccccc2)cc1 (configuration not stated),-1,-1,nt,-1,13,1,3.1
O=C1NC(=O)N(Cc2ccc(F)cc2)C(=O)/C1=C\c1ccoc1,15,-1,3,-3,4,47*,nt
Cc1oc(-c2ccc(F)cc2F)nc1CN1C[C@@H]2C[C@@H](C1)c1cccc(=O)n1C2,-1,5,2,nt,3,0,-0.6
CCOC(=O)[C@]12Cc3cc(OC)ccc3[C@H]1N(Cc1ccccc1)C(=O)c1cc(OC)ccc12,2,16,-4,nt,2,1,0.0
Cc1ccc(CN2CCCC(C(=O)c3sccc3C)C2)o1 (configuration not stated),-2,7,-2,5,0,12,2.0
Cc1cc(C)[n+](C2C3CC4CC(C3)CC2C4)o1 (configuration not stated),-6,-1,7,nt,2,0,-3.0
CN1C(=O)NC(=O)C(N=Nc2ccc(Cl)cc2)C1=O (configuration not stated),-5,?,0,0,2,47*,-0.8
COC(=O)C1=C(c2ccc(S(C)(=O)=O)cc2)C[C@@H]2CC[C@H]1N2C(=O)N1CCC(C)CC1,-2,-10,0,4,1,-4,-0.5
COC(=O)C1=C(c2ccc(OC)c(OC)c2)C[C@@H]2CC[C@H]1N2C(=O)N1CCC(O)CC1,-2,1,-1,-4,-1,0,-1.0
CN(C(=O)Oc1ccc(F)cc1)c1ccccc1,0,-5,-3,-1,-3,1,-3.5
Nc1ccc(Cl)c(Cl)c1,-3,-1,4,2,-8,1,12*
Cc1ccc(CNCCc2ccccc2F)cc1,-3,0,-2,nt,-11,-2,nt
O=C(Cc1ccc([N+](=O)[O-])cc1)N1CCN(Cc2ccc3c(c2)OCO3)CC1,-4,-3,-3,-5,1,2,0.5
COc1ccc2[nH]c(C)c(CCN3CCC(=O)C(C)C3C)c2c1 (configuration not stated),1,2,6,nt,2,-3,-2.3
COc1ccc(-n2nnnc2C(c2cccs2)N2CCC(n3c(=O)[nH]c4ccccc43)CC2)cc1 (configuration not stated),-4,-8,nt,16,-3,-1,1.6
C=CCN1C(=O)NC(=O)C(CCc2ccncc2)(CCc2ccncc2)C1=O,-2,nt,1,5,8,-2,1.9
O=C(N[C@H]1CP(=O)(Oc2ccccc2)O[C@H](COCc2ccccc2)[C@H]1O)C(Cl)(Cl)Cl (some centres not stated),-4,-5,-31,-1,9,2,2.1
C[C@]12CCC3C(CC[C@H]4C[C@@H](O)CC[C@]34C)C1CC[C@@H]2OC(=O)[C@H](N)CCCCN (some centres not stated),2,-9,-3,3,-23,-72,-2.0
CC(=O)Nc1ccc(C=C2C(=O)NC(=O)NC2=O)cc1,0,-3,2,nt,8,2,-2.2
COc1ccc(-c2ccc(OC)c(OC)c2OC)cc1,-6,3,-1,nt,-21,0,12*
CN(C)[C@@H]1C(=O)C(C(N)=O)=C(O)[C@@]2(O)C(=O)C3=C(O)c4c(O)cccc4[C@@](C)(O)C3C[C@@H]12 (some centres not stated),20*,16,2,-2,-1,55*,-2.4
COc1ccccc1N1C(=O)CC(=O)NC1=O,-7,-6,1,-2,-4,-7,0.4
O=C(NCCN1CCC2(CC1)C(=O)NCN2c1ccccc1)c1ccccc1F,nt,31*,0,nt,-4,-5,-0.5
Cc1cccc(N2CCN(Cc3ccc4c(c3)OCO4)CC2)c1C,-3,3,-1,-3,0,1,3.2
O=[N+]([O-])NC1=NCN(Cc2ccco2)CN1Cc1ccco1,-1,3,6,nt,1,0,nt
CC1(C)C2CC=C(CN3CCC(O)CC3)C1C2 (configuration not stated),0,-1,0,-3,-1,-9,-1.2
COC(=O)NC(=C(Cl)Cl)P(=O)(c1ccccc1)c1ccccc1,-2,-5,4,nt,1,2,-1.3
COc1ccc(-n2c(-c3ccccc3F)nc3ccccc3c2=O)cc1,-1,?,2,-5,-1,0,-0.5
O=c1[nH]c(=O)n(-c2ccc(Br)cc2)c(O)c1C=NC(CO)(CO)CO,-3,6,-3,3,4,-2,1.1

# A second format for 2 compounds above.
structure	SIRT5 block	DENV2 CPE rescue	ERAP1 inh	miR122 inh	ERp5 inh	Casp6 inh	CFTR F508del cor
COc1ccc(-n2c(-c3ccccc3F)nc3ccccc3c2=O)cc1	-1	?	2	-5	-1	0	-0.5
O=c1[nH]c(=O)n(-c2ccc(Br)cc2)c(O)c1C=NC(CO)(CO)CO	-3	6	-3	3	4	-2	1.1

# Carrying on:
SMILES,SIRT5 block,DENV2 CPE rescue,ERAP1 inh,miR122 inh,ERp5 inh,Casp6 inh,CFTR F508del cor
COc1cc(CNCCc2c[nH]c3ccccc23)cc(OC)c1OC,nt,-18,0,-15,-1,12,0.7
C=CCn1c(O)c(C(C)=Nc2cccc(C(F)(F)F)c2)c(=O)[nH]c1=O,0,?,nt,nt,6,0,1.0
COC(=O)C1=C(c2cc3ccccc3s2)C[C@@H]2CC[C@H]1N2C(=O)NCCCOC(C)C,2,?,2,-3,1,0,-3.1
CCn1c(O)c(/C=N/N2CCOCC2)c(=O)n(CC)c1=S,2,-3,2,nt,10,2,-0.1
CC1(C)CN(S(=O)(=O)OCC(Cl)(Cl)Cl)C(=O)N1,-5,13,-1,0,1,2,1.0
CC/C(=N\Nc1cccc2ccccc12)c1c(O)[nH]c(=O)[nH]c1=O,4,-6,8,nt,0,0,nt
CC(C)Oc1ccc(CCN)cc1Cl,-2,-1,-2,-2,-7,-2,2.1
O=C(Nc1nccs1)C(Cl)(Cl)Cl,1,7,-2,nt,10,1,1.1
CC1CCN(c2cc(Br)c([N+](=O)[O-])cc2F)CC1,4,3,-1,2,1,-3,0.0
Cc1c(C(=O)O)cccc1-n1c(C)cc(/C=C2\C(=O)NC(=O)N(c3ccc4c(c3)OCO4)C2=O)c1C,4,-3,9,-5,-3,26,-1.0
CCOC(=O)[C@]12Cc3c(cc(OC)c(OC)c3OC)[C@H]1N(C1CCCCC1)C(=O)c1ccccc12,20*,6,18,nt,3,3,-1.0
CCC(=O)N1N=C2C3CCN(CC3)C2C1c1ccc(C)cc1 (configuration not stated),-1,-10,8,-3,-12,2,3.8
c1cc(-c2ccc(C3[C@H]4CNC[C@@H]3N4CC3CC3)cc2)ccn1 (some centres not stated),1,10,-2,nt,-5,0,0.9
CCC1(Cc2ccccc2)C(=O)NC(=S)N(C)C1=O (configuration not stated),nt,8,-1,nt,-4,1,-4.3
COc1cc2c(cc1OC)C(C(=O)NC(C)C)C1CCCCN1C2=O (configuration not stated),-1,5,nt,-19,5,1,-2.5
CCC(=O)OC(Cc1ccccc1)(c1ccccc1)[C@H](C)CN(C)C (some centres not stated),nt,0,-2,3,-3,-4,-3.4
O=C1NC(=O)N(c2ccccc2)C(=O)/C1=C\C=C\c1ccccc1,3,3,nt,-1,4,0,-12
O=Cc1cn(CCCOc2ccccc2)c2ccccc12,-3,nt,-1,nt,8,0,nt
c1ccc2c3c(ccc2c1)OCC1CONC31 (configuration not stated),7,0,-2,nt,16,nt,0.6
Brc1ccc(Oc2ccc(Br)cc2Br)c(Br)c1,nt,-7,-5,-3,2,-1,-0.6
CC(C)(O)/C=C/C(=O)C(C)(O)C1C(O)CC2(C)C3CC=C4C(C=C(O)C(=O)C4(C)C)C3(C)C(=O)CC12C (configuration not stated),nt,1,-3,nt,5,8,-13
COc1cccc(C(c2nnnn2Cc2ccccc2)N2CCC(n3c(=O)[nH]c4ccccc43)CC2)c1OC (configuration not stated),-1,1,2,7,5,1,1.2
O=c1[nH]c(=O)n(Cc2ccc(F)cc2)c(O)c1C=Nc1ccc(Cl)cc1,4,-6,10,3,5,-5,1.2
COCCO[C@H]1CCC2C3CC=C4C[C@@H](O)CC[C@]4(C)C3CC[C@@]21C (some centres not stated),-4,-7,-1,-4,-1,-8,2.0
C=CCN(CC=C)Cc1c[nH]c2ccccc12,0,-2,2,nt,3,0,2.1
CN1C[C@H](O)[C@H]2C[C@@H]1c1ccccc1O2,1,-7,2,nt,1,-1,0.2
COC(=O)C1=CO[C@@H](C)[C@@H]2CN3CC[C@]4(C(=O)Nc5ccccc54)[C@@H]3C[C@H]12,nt,6,0,-2,3,3,3.5
O=c1cc(CN2CCNCC2)nc2sccn12,0,?,-3,-9,-2,-1,7.0
Nc1ccc(CC(N)c2csc(Nc3ncccn3)n2)cc1 (configuration not stated),-2,-4,2,nt,8,-5,3.6
Cc1cc(C)c(N=Cc2c(O)[nH]c(=O)[nH]c2=O)c(C)c1,-3,0,2,-5,0,0,-1.3
O=c1[nH]c(O)c(N=Nc2cccc(S(=O)(=O)N3CCOCC3)c2)c(=O)[nH]1,-1,-3,-6,nt,-7,-2,-1.4
CCn1cc(CN2CCCC(C(=O)c3cccc(C(F)(F)F)c3)C2)cn1 (configuration not stated),1,-1,-2,0,1,-3,1.0
COCCN1Cc2cc(=O)n3c([nH]c4ccccc43)c2C1=N,-75,6,-69,nt,3,2,2.2
C[C@H]1CC[C@@H]2[C@@H](C)[C@H]3[C@H](C[C@H]4[C@@H]5CC=C6C[C@@H](O[C@@H]7O[C@H](CO)[C@H](O)[C@H](O[C@@H]8O[C@H](CO)[C@@H](O)[C@H](O)[C@H]8O)[C@H]7O[C@@H]7O[C@@H](C)[C@H](O)[C@@H](O)[C@H]7O)CC[C@]6(C)[C@H]5CC[C@]34C)N2C1,2,-2,-30,0,3,-4,-2.2
C[C@]12CCC3C(CC[C@H]4[C@H](O)[C@H](O)CC[C@]34C)C1CCC2=O (some centres not stated),nt,-2,-1,2,8,-9,11*
C#C[C@]1(O)CCC2C3C(=O)C=C4C(Cl)=CCC[C@]4(C)C3CC[C@@]21C (some centres not stated),nt,-7,-1,20,2,-2,-0.7
OC(CNCCc1c[nH]c2ccccc12)c1ccccc1 (configuration not stated),-2,10,2,nt,2,0,0.7
Cc1ccc(C2(O)CN3CCC2CC3)cc1 (configuration not stated),-2,-2,-3,nt,3,1,1.8
O=C(O)[C@@H]1[C@@H](CO)[C@@H]2Cn3c(ccc(-c4cccc(F)c4)c3=O)[C@H]1N2CCc1ccccc1,4,-3,3,-4[16.7 µM],5,3,0.8
Cc1cccc(N2CCc3c2nc2ccccc2c3N)c1,nt,1,-6,29&10,3,1,-1.1

# Entries of single compounds, looked up by structure.
# Listed for O=C(O)[C@@H]1[C@@H](CO)[C@@H]2Cn3c(ccc(-c4cccc(F)c4)c3=O)[C@H]1N2CCc1ccccc1 = SIRT5 block: 4; DENV2 CPE rescue: -3; ERAP1 inh: 3; miR122 inh: -4[16.7 µM]; ERp5 inh: 5; Casp6 inh: 3; CFTR F508del cor: 0.8
# Listed for Cc1cc(C)c(N=Cc2c(O)[nH]c(=O)[nH]c2=O)c(C)c1 = SIRT5 block: -3; DENV2 CPE rescue: 0; ERAP1 inh: 2; miR122 inh: -5; ERp5 inh: 0; Casp6 inh: 0; CFTR F508del cor: -1.3

# Next section:
SMILES,SIRT5 block,DENV2 CPE rescue,ERAP1 inh,miR122 inh,ERp5 inh,Casp6 inh,CFTR F508del cor
CCOC(=O)[C@@H]1[C@@H]2NC(=O)N(C)[C@@]1(C)Oc1ccccc12,-3,8,0,nt,-1,-1,2.3
O=C1CNC[C@@H]2[C@@H](c3ccc(Br)cc3)[C@@H](CO)N12,-4,-10,-2,nt,-4,0,2.8
CS(=O)(=O)NNP(=O)(NNS(C)(=O)=O)NC(=O)c1ccccc1,-1,0,1,5,5,0,1.8
CCn1c(O)c(N=Nc2cccc(S(=O)(=O)N3CCOCC3)c2)c(=O)n(CC)c1=S,-1,-2,2,nt,6,2,-2.7
O=C(CCC(=O)N1C[C@H]2C[C@@H](C1)c1cccc(=O)n1C2)NCc1ccccc1C(F)(F)F,nt,25*,-1,-5,-1,2,-1.4
CCCN(CCC)C(=O)Cc1c(-c2ccc(Cl)cc2)nc2c(Cl)cc(Cl)cn12,-1,6,1,-4,-3,0,-2.2
N#Cc1cccc(-c2ccc([C@H]3[C@H]4CN(C(=O)Cc5ccccc5)CCCCN4[C@H]3CO)cc2)c1,-2,9,-2,-13[16.7 µM],7,3,-2.8
C=CCn1c(O)c(C(CC)=Nc2cccc(C(=O)O)c2)c(=O)[nH]c1=O,3,4,nt,nt,3,4,2.1

# The list is partial; count on the stated rates, not on these rows.
